DAX1 inh-1 = DAX1 (NR0B1) inhibitors on StAR promoter, primary screen, cell-based, luminescence, SF-1 (NR5A1), full-length DAX-1. 1.1% of 370,000 active. HEK293T StAR-luciferase reporter, SF-1/DAX-1 repression relief. AID 652010, 2013. inhibition, % at 6.8 µM;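 active = inhibition above the mean over all tested compounds plus 3 SD, cut at about 3.6% in these data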;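 also: 0% = DAX-1 cells with DMSO and 100% = cells lacking DAX-1 with DMSO; higher inhibition means more luminescence from relief of DAX-1 repression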
SMARCA2 act = SMARCA2 (BRM) function activators, primary screen, cell-based, luminescence, high throughput | MG213 cells, MMTV-luciferase reporter, dexamethasone, overnight | activation, % at 9.1 µM | 1% of 370,000 active; in the data active = activation above about 7.8%;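 also: 0% = vehicle wells and 100% = reference activator wells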
HGIII-sPLA2 inh = human group III sPLA2 inhibitors, primary screen, biochemical, QFRET, BODIPY PC-A2 liposome substrate | inhibition, % at 12.2 µM | Group 3 secretory phospholipase A2 (Homo sapiens), Q9NZ20 | QFRET BODIPY PC-A2 liposome hydrolysis, fluorescence | 0.56% of 370,000 active;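 active = inhibition above mean plus 3 SD of compounds lying within the high and low control bounds, cut at about 19% in these data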;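 also: 0% = median of test compound wells and 100% = no enzyme DMSO wells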
Target sequence (Q9NZ20 whole entry, looked up): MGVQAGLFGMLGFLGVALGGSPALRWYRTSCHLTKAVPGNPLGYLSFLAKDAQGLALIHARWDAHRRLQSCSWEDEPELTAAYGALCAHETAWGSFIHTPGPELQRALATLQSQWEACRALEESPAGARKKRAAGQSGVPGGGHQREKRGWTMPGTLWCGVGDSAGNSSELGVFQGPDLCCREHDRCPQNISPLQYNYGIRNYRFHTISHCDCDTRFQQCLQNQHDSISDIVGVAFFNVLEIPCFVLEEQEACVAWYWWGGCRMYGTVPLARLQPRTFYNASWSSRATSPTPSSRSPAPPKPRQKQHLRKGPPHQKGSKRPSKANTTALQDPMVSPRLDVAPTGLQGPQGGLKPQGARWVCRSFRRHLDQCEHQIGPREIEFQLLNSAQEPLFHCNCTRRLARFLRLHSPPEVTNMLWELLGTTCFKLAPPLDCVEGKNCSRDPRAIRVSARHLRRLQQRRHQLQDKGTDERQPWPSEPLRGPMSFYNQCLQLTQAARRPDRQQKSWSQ
FXN GAA850 act = FXN promoter activators, primary screen, cell-based, luciferase luminescence, HEK293 lucGAA850; HEK293 lucGAA850 FXN promoter luciferase reporter, 24 h; percent of 10 µM SAHA response; activation, % at 6 µM; 0.56% of 360,000 active;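 active = activation above the average of all compounds screened plus 3 SD, cutoff fixed separately per campaign, cut at about 7.5% in these data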;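 also: 0% = DMSO wells and 100% = 10 µM SAHA wells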
DAX1 inh-2 = DAX1 (NR0B1) inhibitors, primary screen, cell-based, HEK293, Gal4-DAX1, luciferase luminescence | Nuclear receptor subfamily 0 group B member 1 (Homo sapiens), P51843 | HEK293 Gal4-DAX1 luciferase reporter | inhibition, % at 6.75 µM | 0.99% of 340,000 active | AID 504766, 2011;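 active = inhibition above the mean over all tested compounds plus 3 SD, cut at about 4.2% in these data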;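 also: 0% = DAX1-transfected cells with DMSO and 100% = empty-vector control cells with DMSO; inhibition shows as a rise in luminescence from relieved DAX1 repression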
Target sequence (P51843 207-470 limits assumed): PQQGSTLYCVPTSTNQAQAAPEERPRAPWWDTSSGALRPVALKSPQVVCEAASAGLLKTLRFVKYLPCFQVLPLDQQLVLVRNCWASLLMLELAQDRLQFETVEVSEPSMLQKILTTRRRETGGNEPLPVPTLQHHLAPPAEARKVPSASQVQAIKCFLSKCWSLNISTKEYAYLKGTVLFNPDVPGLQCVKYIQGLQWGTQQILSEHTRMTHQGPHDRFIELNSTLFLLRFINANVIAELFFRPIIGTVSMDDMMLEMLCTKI
hcDAF12 agonist = H. contortus DAF-12 nuclear receptor activators, primary screen, cell-based, luminescence, HEK293, lit1-tk-luc reporter; activation, % at 6.8 µM; 1.4% of 370,000 active; HEK293 hcDAF-12 lit1-tk-luc reporter; 0% DMSO, 100% Δ7-dafachronic acid; AID 652067, 2013;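 active = activation above the mean of all tested compounds plus 3 SD, cut at about 5.5% in these data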;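 also: 100% = response to 3 µM Δ7-dafachronic acid high control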
NPR1 activator = GC-A stimulated cGMP production enhancers – HEK293 GC-A cells, cGMP TR-FRET, EC30 ANP, primary screen. 0.14% of 370,000 active. activation, % at 10 µM. 0% at EC30 ANP, 100% saturating ANP. AID 1671463, 2021; in the data active = activation above about 40%
ssDAF12 agonist = S. stercoralis DAF-12 nuclear receptor activators, primary screen, cell-based, luminescence, HEK293, GRIP1 co-expression, lit1-tk-luc. Nuclear hormone receptor DAF-12 (Strongyloides stercoralis). HEK293 ssDAF-12/GRIP1 lit1-tk-luc reporter; % of 3 µM dafachronic acid response. activation, % at 6.8 µM. 1% of 370,000 active;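 active = activation above the mean over all tested compounds plus 3 SD, cut at about 0.9% in these data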;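 also: 0% = DMSO-only wells and 100% = 3 µM delta7-dafachronic acid wells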
ADAM10 inh = human ADAM10 inhibitors, primary screen, biochemical, QFRET, HTS; 0.62% of 370,000 active; Disintegrin and metalloproteinase domain-containing protein 10 (Homo sapiens), O14672; recombinant ADAM10, EDANS/DABCYL FRET peptide cleavage, 3 h; inhibition, % at 7 µM;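 active = inhibition above a per-campaign cutoff equal to the mean of compounds falling between control-based bounds plus 3 SD, cut at about 20% in these data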;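 also: 0% = DMSO wells while the 100% control is not disclosed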
GC-B act = human GC-B receptor activators, primary screen, HEK293 GC-B cells, cGMP TR-FRET, EC30 CNP | Atrial natriuretic peptide receptor 2 (Homo sapiens), P20594 | 0% at EC30 CNP, 100% saturating CNP | activation, % at 10 µM | 0.11% of 370,000 active | AID 1920062, 2024;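 active = activation at 10 µM reaching about 35% in either raw or pattern-adjusted values, limit read from the data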
hgDAF-12 ag = H. glycines DAF-12 receptor agonists, primary screen, cell-based, luminescence, HEK293, GAL4 fusion, UAS-luciferase. 1.8% of 370,000 active. activation, % at 6.8 µM. HEK293 GAL4-hgDAF12 UAS-luciferase reporter, agonist luminescence; normalized to butyrate control. AID 687014, 2013;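 active = activation above a cutoff set at the mean of all screened compounds plus 3 SD, cut at about 10% in these data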;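 also: 0% = DMSO wells and 100% = sodium butyrate wells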
The depositor's hits bear a star; . = no result given.

SMILES	DAX1 inh-1	SMARCA2 act	HGIII-sPLA2 inh	FXN GAA850 act	DAX1 inh-2	hcDAF12 agonist	NPR1 activator	ssDAF12 agonist	ADAM10 inh	GC-B act	hgDAF-12 ag
CC(C)[C@H](NC(=O)c1c(F)cccc1F)C(=O)Nc1cccc(Br)c1	0.1	-2	-4	-2.5	1.2	-1.1	-9	-1.5	-12	0	-0.3
NNC(=O)C(Cc1c[nH]c2ccccc12)NC(=O)c1ccccc1 (stereo not given)	-0.5	-2	-78	2.8	0.8	4.0	-3	-0.7	8	1	2.3
O=C(C1CCCN(Cc2ccc3c(c2)OCO3)C1)N1CCCC1 (stereo not given)	0.1	-1	4	0.1	-0.3	-0.7	-2	-1.6	-5	1	-2.0
CC(C)COc1cccc(C(=O)N(C)CC(=O)Nc2cccc3ccccc23)c1	-2.0	-4	-11	-0.8	0.6	0.4	-7	-1.9	-8	-1	-2.2
O=S(=O)(NCC(c1ccco1)N1CCc2ccccc21)c1ccccc1 (stereo not given)	-1.5	0	-11	-2.4	-1.1	-0.2	-13	-1.1	-2	-11	-4.2
COc1ccccc1CCNC(=O)C(=O)NCC1OCCN1S(=O)(=O)c1ccccc1 (stereo not given)	-1.3	-2	-4	0.6	1.4	-1.2	4	-0.2	4	1	-3.5
CCOC(=O)Nc1cccc(OCC(=O)Nc2ccccc2OCC)c1	-1.7	0	-6	1.2	-1.2	-1.2	-4	-2.1	2	5	-4.1
CCOc1cc(NC2CS(=O)(=O)CC2O)c(OCC)cc1NC(=O)c1ccccc1 (stereo not given)	-0.3	-2	1	0.0	-1.1	-0.5	-5	-1.1	-3	-9	-1.5
COc1ccccc1C(NC(=O)C1CCN(CCc2ccc(Br)cc2)CC1)c1ccccn1 (stereo not given)	2.2	6	-10	1.8	.	-1.9	-1	-0.5	0	-5	2.6
CC(C)(C)C(=O)NNc1nc(-c2ccccc2)c2cc(Br)ccc2n1	-0.5	-2	-8	0.3	-0.3	1.6	-13	-1.2	1	-7	1.8
COc1cc(C(=O)N/N=C/c2ccc(OC(=O)N3CCOCC3)cc2)cc(OC)c1OC	-0.1	-3	4	1.8	2.1	-1.4	0	-1.0	-10	0	0.1
Brc1cccc(-c2nnc3sc(CNCc4ccco4)cn23)c1	-0.6	-2	7	0.7	0.4	-1.6	5	-1.1	-15	-2	-1.9

Brought forward from above: 4 compounds; new compounds follow.
SMILES	DAX1 inh-1	SMARCA2 act	HGIII-sPLA2 inh	FXN GAA850 act	DAX1 inh-2	hcDAF12 agonist	NPR1 activator	ssDAF12 agonist	ADAM10 inh	GC-B act	hgDAF-12 ag
COc1ccccc1C(NC(=O)C1CCN(CCc2ccc(Br)cc2)CC1)c1ccccn1 (stereo not given)	2.2	6	-10	1.8	.	-1.9	-1	-0.5	0	-5	2.6
CC(C)(C)C(=O)NNc1nc(-c2ccccc2)c2cc(Br)ccc2n1	-0.5	-2	-8	0.3	-0.3	1.6	-13	-1.2	1	-7	1.8
COc1cc(C(=O)N/N=C/c2ccc(OC(=O)N3CCOCC3)cc2)cc(OC)c1OC	-0.1	-3	4	1.8	2.1	-1.4	0	-1.0	-10	0	0.1
Brc1cccc(-c2nnc3sc(CNCc4ccco4)cn23)c1	-0.6	-2	7	0.7	0.4	-1.6	5	-1.1	-15	-2	-1.9
O=C(Nc1cccc(NC(=O)c2ccco2)c1)c1ccccc1	-0.5	2	3	-0.1	0.0	1.2	-2	-1.4	6	-4	-0.4
Cc1ccc2c(C(=O)CN3CCN(C(=O)c4ccco4)CC3)c(C)[nH]c2c1	0.4	1	-5	2.7	.	1.0	3	-1.0	-8	-9	-0.1
Cc1cc(NC(=O)CSc2nc(C(C)C)nc3sc(C)c(C)c23)no1	0.4	-2	-5	7.9*	2.7	0.5	-1	-1.5	5	2	3.0
Cc1cc(C)c(O)c(-c2cc(C(=O)Nc3cccnc3)[nH]n2)c1	0.0	4	-15	2.7	-0.9	-3.4	-5	-1.9	5	-1	1.4
Cc1cccc(OCCSc2nc3ccccc3n2CC(=O)O)c1	0.7	3	-1	-0.4	0.3	-1.1	2	-0.8	6	7	-0.8
CC1(OC(=O)c2ccc(Cl)nc2)C(=O)C=C2C=C3CCCN3C=C2C1=O (stereo not given)	0.8	1	-6	-0.8	-0.4	-0.2	-3	-0.9	-1	-4	1.2
C/C(=N\n1cnnc1)c1ccc(C#N)cc1	0.0	0	6	0.3	-1.2	0.0	-1	-1.1	-3	0	0.7
CCN1/C(=C\C=C(C(C)=O)C(C)=O)Sc2ccccc21	-1.0	0	-24	2.6	0.2	-2.9	-3	-1.9	12	-3	3.7
Cc1ccc(Cc2cnc(NC(=O)CN3CCOCC3)s2)cc1Cl	0.2	2	-10	6.6	0.1	-2.1	4	-1.8	8	8	-3.5
CC(OC(=O)c1ccco1)C(=O)Nc1ccc(Cl)cn1 (stereo not given)	0.0	-3	5	0.9	0.9	-0.2	1	-0.4	5	-4	2.9
O=C(c1cccnc1)N1CCN(S(=O)(=O)c2cccs2)CC1	0.3	-2	-1	-0.1	0.1	-1.6	3	-0.7	3	6	-0.2
Cc1nc(CS(=O)c2ccc(Cl)cc2)cc(NCc2ccc(Cl)cc2Cl)n1 (stereo not given)	-1.4	-1	-33	-0.5	0.8	-2.0	-8	-1.2	11	0	-3.1
O=C(CC1S/C(=N/N=C2CCCCCC2)NC1=O)Nc1ccccc1F (stereo not given)	-0.2	-3	-6	-0.9	2.2	0.7	-5	-0.7	0	-6	-2.9
COc1ccc2c(c1)CCc1c(C(=O)N3CCCc4ccccc43)noc1-2	-0.1	-2	-12	5.7	-0.6	-0.3	0	-1.6	6	3	-2.1
C/C(=N\NC(=S)NCCc1ccccc1)c1ccc(C)cc1	-0.3	1	2	0.7	-0.9	-1.7	1	-0.8	-2	4	-1.6
O=C(COC(=O)c1ccco1)NCc1ccc(Cl)cc1	-0.2	3	1	0.4	0.3	1.5	3	-1.5	6	2	11*
Cc1ccc(-c2cc(-c3nnc(SCC(=O)NC(C)C(C)C)n3N)c3ccccc3n2)cc1 (stereo not given)	-0.1	-5	-10	-0.2	-1.0	-2.4	3	-1.9	-128	-7	4.0
CCCC[C@@H]1CC2=C(C(=O)OC(C)(C)O2)[C@@H](c2ccc(F)cc2)O1	-0.9	5	5	.	.	-1.1	-5	-1.0	5	-5	1.2
CCOCC(=O)Nc1c(C(=O)Nc2ccc3c(c2)OCO3)oc2ccccc12	0.0	0	4	3.7	0.9	-1.8	4	-0.2	-5	1	4.6
Cn1c(=O)c2c(nc(NCC3CCCO3)n2Cc2cccc(Br)c2)n(C)c1=O (stereo not given)	0.0	1	-1	-0.4	-1.8	-0.7	32	-1.7	-1	38*	0.7
COc1ccc(N2COC3c4cccc5cccc(c45)C32)cc1 (stereo not given)	-1.1	-2	0	3.6	-0.3	0.1	0	-0.8	-7	-12	-4.1
N#CCC(N)=C(C#N)C#N	0.2	-4	-3	0.2	1.6	1.7	5	-0.3	-62	2	-1.4
COc1ccc(CNC(=S)Nc2ccccc2C)cc1	0.1	-1	9	2.3	0.9	-1.5	5	-1.0	-6	5	1.0
COc1ccc(OC(=O)c2cc(S(=O)(=O)N3CCCC3)ccc2Cl)cc1	0.8	-2	-4	1.6	0.6	0.3	2	-1.2	-3	1	-0.4
COc1ccc(-c2c(-c3ccc(OCC(=O)NN)cc3O)n[nH]c2C(F)(F)F)cc1	-0.5	-3	-22	0.2	0.1	1.6	2	-1.3	19	0	1.6
COc1cccc(NC(=O)[C@@H]2CCCN2S(=O)(=O)c2cccc3cccnc23)c1	-0.7	-1	3	0.8	-0.7	-2.1	0	-1.4	2	1	-2.5
CCOc1ccc(CCNC(=O)CS(=O)(=O)Cc2nc(-c3cccc(OC)c3)oc2C)cc1	-1.9	-2	-8	1.5	-0.1	-0.8	-6	-1.6	7	-2	-1.3
CC(C)(C)CC(C)(C)NC1=CC(=O)OC12CCCCC2	0.1	-4	-4	-0.4	0.8	-1.7	2	-1.2	4	5	-2.1
COc1cc(CNC2CCCC2)cc(Br)c1OCC(=O)Nc1ccccc1C	1.0	4	-6	0.2	-1.0	-0.6	3	-1.6	-1	6	1.3
O=C(NCCS(=O)(=O)NCCCc1ccccc1)c1ccccc1	0.5	-2	-3	-0.4	1.8	-0.7	-1	-0.6	1	-1	-0.2
COc1ccccc1N1CCN(CCCN2C(=O)C3CCCN3C2=O)CC1 (stereo not given)	0.0	-3	19	0.7	-0.2	-0.3	0	-1.8	-6	5	-0.7
COc1ccc(OC)c(-n2cnnn2)c1	-0.1	0	2	1.3	0.5	-1.7	0	-1.7	-5	-1	-1.9
COc1ccc(C(=O)O)cc1S(=O)(=O)NC(C)(C)C	0.7	-2	8	2.3	3.5	-1.9	0	-0.8	-5	8	0.7
COc1cccc(-c2nnc(SCC(=O)Nc3ccc4c(c3)OCCO4)n2Cc2ccco2)c1	-1.9	-1	-19	-3.8	-0.1	-3.5	18	-1.5	11	17	-2.9
Cc1cccc(C(=O)NNC(=O)Nc2ccccc2)c1	-0.5	1	1	1.1	2.0	0.1	2	-1.5	2	2	1.1
CCc1nnc(NC(=O)CN2CCN(Cc3ccccc3Cl)CC2)s1	-0.2	0	-10	1.0	1.9	-2.5	-6	-1.1	-8	-1	2.1
Cc1ccc(S(=O)(=O)N2CCN(C(=O)CSc3cc(C)ccc3C)CC2)c(C)c1	-0.7	-1	-6	-0.4	-0.5	0.7	-5	-0.9	2	-3	-1.9
Cc1sc2ncnc(NCCc3ccc(S(N)(=O)=O)cc3)c2c1C	-2.4	-2	-8	-0.7	-4.8	-4.8	-1	-2.6	-2	2	-6.9

Arranged by heavy-atom count (falling): 3 of the compounds above.
SMILES	DAX1 inh-1	SMARCA2 act	HGIII-sPLA2 inh	FXN GAA850 act	DAX1 inh-2	hcDAF12 agonist	NPR1 activator	ssDAF12 agonist	ADAM10 inh	GC-B act	hgDAF-12 ag
COc1cccc(-c2nnc(SCC(=O)Nc3ccc4c(c3)OCCO4)n2Cc2ccco2)c1	-1.9	-1	-19	-3.8	-0.1	-3.5	18	-1.5	11	17	-2.9
COc1cc(CNC2CCCC2)cc(Br)c1OCC(=O)Nc1ccccc1C	1.0	4	-6	0.2	-1.0	-0.6	3	-1.6	-1	6	1.3
Cc1cccc(C(=O)NNC(=O)Nc2ccccc2)c1	-0.5	1	1	1.1	2.0	0.1	2	-1.5	2	2	1.1

Screening results as filed in PubChem BioAssay.
